Compound activity: PubChem BioAssay, National Center for Advancing Translational Sciences (NCATS)
Apoferritin bind – binds horse apoferritin like a general anesthetic. apoferritin/1-aminoanthracene competitive binding, fluorescence. Potency, µM (top dose mostly 77.5 µM), for the others: at the highest dose activity change, negative = displacement, hits mostly inhibitors. 0.074% of 350,000 active. AID 485281; note: potency is the fitted concentration of half-maximal effect; % is set by controls: 0 for no effect and ±100 for the full control effect; nearly all actives have a fitted effect of over 20% in size
Target sequence (P02791 2-175 limits assumed): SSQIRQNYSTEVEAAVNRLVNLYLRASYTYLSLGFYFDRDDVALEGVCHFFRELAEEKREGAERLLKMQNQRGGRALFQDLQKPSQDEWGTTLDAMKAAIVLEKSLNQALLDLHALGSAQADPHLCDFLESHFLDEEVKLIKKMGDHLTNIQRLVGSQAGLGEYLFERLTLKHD
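Read-out: endpoint 1-AMA fluorescence, excitation 380 nm and emission 535 nm, after compounds sit 10 min at room temperature with 10 uM horse-spleen apoferritin in 50% saturated 1-AMA/PBS. Values come from four-parameter Hill fits.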
TRHR agonist – agonists of human TRH receptor. AID 493084. P34981. activation, % at 2 µM. TRHR cells, calcium flux fluo-8, FDSS agonist mode. 0.18% of 360,000 active; in the data active = activation above about 30%; note: 0% is about no effect
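TRHR-expressing cells, plated overnight in medium with 10% serum, were loaded with fluo-8 calcium dye at room temperature. After a 10 s baseline, library compound was pin-added and calcium release was recorded kinetically (ex 480/em 530) as agonist response.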
TRHR enhancer – allosteric enhancers of human TRH receptor. 0.66% of 360,000 active. TRHR cells, fluo-8 calcium fluorescence, EC20 TRH enhancement. enhancement, % at 2 µM. P34981; in the data active = enhancement above about 30%; note: 0% is about no effect
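TRHR-expressing cells loaded with fluo-8 calcium dye were read kinetically (ex 480/em 530) during compound addition, then stimulated with an EC20 of TRH (10 nM final). Enhancement of the Gq-mediated intracellular calcium response was scored.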
D1 antagonist – antagonists of human D1 dopamine receptor. HEK293 TREx D1 cells, calcium flux, dopamine EC80; stronger effect = lower value. P21728. 3.2% of 360,000 active. AID 504652. activity change, negative = inhibition, % at 10 µM; in the data active = activity change below about -30%; note: % is set by controls: 0 for no effect and ±100 for the full control effect
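Tetracycline-induced HEK293 T-REx cells with force-coupled D1 receptor were loaded with a no-wash calcium dye. Compound was added after a 10 s baseline and read kinetically for 180 s; EC80 dopamine was then added and calcium flux followed another 180 s.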
D1 potentiator – potentiators of human D1 dopamine receptor; HEK293 TREx D1 cells, calcium flux, dopamine EC20 potentiation; potentiation, % at 10 µM; 0.036% of 360,000 active; in the data active = potentiation above about 30%; note: 0% is about no effect
D2 potentiator – D2 dopamine receptor (human) potentiation; P14416; HEK293 T-REx D2, calcium flux, EC20 dopamine potentiation; potentiation, % at 10 µM; 0.34% of 340,000 active; AID 485347;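 active = potentiation over 3 SD above the plate norm, cut at about 30% in these data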; note: 0% is about no effect
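Tetracycline-induced HEK293 T-REx cells force-coupled to calcium signalling expressed D2; compounds were pin-added after a 10 s baseline, read kinetically 180 s, then an EC20 dopamine challenge followed with a further 180 s calcium read.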
RXFP1 agonist – activates the human relaxin receptor RXFP1 | HEK293T-RXFP1 cAMP TR-FRET, 30 min; response scale: percent of porcine relaxin response, buffer zero | Potency, µM (series often up to 57.5 µM), inactives show at the highest dose activation, hits mostly activators | 0.3% of 370,000 active; note: potency is the fitted concentration of half-maximal effect; % is set by controls: 0 for no effect and ±100 for the full control effect; nearly all actives have a fitted effect of over 60% in size; many of its hits are not listed in these tables
Target sequence (Q9HBX9 whole entry, looked up): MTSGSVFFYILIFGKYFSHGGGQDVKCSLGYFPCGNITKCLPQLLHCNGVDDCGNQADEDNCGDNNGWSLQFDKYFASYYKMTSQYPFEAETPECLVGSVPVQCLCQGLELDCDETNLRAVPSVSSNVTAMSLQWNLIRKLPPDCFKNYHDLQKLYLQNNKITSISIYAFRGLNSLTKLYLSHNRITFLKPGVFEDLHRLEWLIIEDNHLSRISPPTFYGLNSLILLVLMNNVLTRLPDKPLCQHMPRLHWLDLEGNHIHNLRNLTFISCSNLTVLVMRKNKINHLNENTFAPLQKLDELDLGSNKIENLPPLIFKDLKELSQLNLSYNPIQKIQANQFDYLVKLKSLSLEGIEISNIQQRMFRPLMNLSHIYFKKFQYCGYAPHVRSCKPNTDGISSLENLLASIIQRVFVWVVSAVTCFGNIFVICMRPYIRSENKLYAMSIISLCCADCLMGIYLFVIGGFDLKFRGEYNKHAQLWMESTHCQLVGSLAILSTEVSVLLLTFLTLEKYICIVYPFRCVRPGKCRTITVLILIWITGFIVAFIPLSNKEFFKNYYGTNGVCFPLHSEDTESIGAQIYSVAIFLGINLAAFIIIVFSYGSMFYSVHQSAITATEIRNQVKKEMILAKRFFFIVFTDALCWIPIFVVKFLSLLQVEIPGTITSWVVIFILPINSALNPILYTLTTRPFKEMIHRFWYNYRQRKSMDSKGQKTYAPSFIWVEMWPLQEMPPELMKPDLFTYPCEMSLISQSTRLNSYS
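HEK293T cells stably expressing RXFP1 were pretreated with the PDE4 inhibitor Ro 20174, exposed to compounds for 30 min at 37C, lysed, and cAMP was read by TR-FRET. Data normalized to buffer (basal) and 29 nM porcine relaxin (100%).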
RXFP1 antag – RXFP1 (human) relaxin receptor antagonism | Q9HBX9 | HEK293-RXFP1, relaxin-stimulated cAMP HTRF, 30 min; stronger effect = lower value | activity change, negative = inhibition, % at 57.5 µM | 0.59% of 350,000 active;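 active = activity change of -60% or lower, but not beyond a set lower limit; inconclusive = change between -60% and -40%, or beyond the set limit; inactive = change above -40%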; note: % is set by controls: 0 for no effect and ±100 for the full control effect
D1 agonist – agonists of human D1 dopamine receptor; P21728; HEK293 T-REx D1 cells, calcium flux, agonist mode; activation, % at 2 µM; 1% of 360,000 active; AID 504660; in the data active = activation above about 30%; note: 0% is about no effect
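Tetracycline-induced HEK293 TREx D1 cells, force-coupled to calcium signalling, were dye-loaded with a no-wash calcium kit. Compound was pin-added after a 10 s baseline. Fluorescence was read kinetically at 1 cycle/s for 180 s, with calcium rises flagged as agonism.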
The depositor's hits bear a star; ? = inconclusive; / = not tested or not shown; & = joins results of further samples; [ ] = remark or other dose. Unless noted, calls come from the whole dose curve; as a rule, active = well fitted curve in the direction sought with a large enough effect; inconclusive = small, poorly fitted or top-dose-only effect, or another doubt; inactive = no such curve, though single readings can be large; an effect the other way counts as inactive or inconclusive.

Structure	Apoferritin bind	TRHR agonist	TRHR enhancer	D1 antagonist	D1 potentiator	D2 potentiator	RXFP1 agonist	RXFP1 antag	D1 agonist
CC(C)OC(=O)c1cccnc1N1CCN(c2ccc(F)cc2)CC1	-18%	-0.3	2	-7	-3	2	2.1%	-10	-1
CCC1CCCCN1C(=O)CSc1nnc2nc(C)cc(C)n12 (stereo unspecified)	/	0.1	3	5	/	12	1.9%	-3	-1
NC(=S)N/N=C/c1ccccc1O	96%[activator]	0.3	6	3	-6	5	-1.2%	12	3
Cc1ccc(C(=O)c2ccc(O)cc2)cc1C	-9%	-0.8	-8	-17	-4	-3	2.7%	2	1
CCOc1ccc(OCC)c(S(=O)(=O)N2CCN(c3cccc(C)c3C)CC2)c1	109%[activator]	0.4	-13	-1	-3	26	1.5%	/	1
N#CC1=C(N)SC(N)=C(C#N)C1CCC1CCCCC1	-24%	4.8	-3	-27	-8	/	4.1%	/	43*
Cc1ccc(-n2ncc(C(=O)NCCN3CCCC3)c2C2CCN(C(=O)OC(C)(C)C)CC2)cc1C	?	1.4	10	27	-3	4	-1.5%	?	10
O=C1COc2ccc(C(=O)COC(=O)CNC(=O)c3ccco3)cc2N1	-11%	1.0	-2	1	-3	-2	-0.7%	-4	1
CCOc1cccc2c1OC1(C)CC2NC(=O)N1c1cccc(F)c1 (stereo unspecified)	-10%	0.0	-5	5	-7	-2	1.2%	-8	1
O=C(Nc1ccc2oc(-c3cccc(Cl)c3Cl)nc2c1)c1cccc(Br)c1	1%	0.8	5	-6	1	5	16%	-1	-1
CCOC(=O)[C@H]1[C@H]2COc3ccc(OC)cc3[C@@H]2N2C(=O)c3cc(OC)ccc3NC(=O)[C@@]12C	/	-0.5	0	-3	-3	-16	-0.1%	/	1
CC1(C)CC(=O)C(C=NCCN2CCN(C(=S)Nc3ccccc3)CC2)=C(O)C1	-6%	0.0	-1	13	4	-4	-1.9%	-9	-1
CC1=CC=CC2=NC(=O)CC(C)(C(=O)N(CC(=O)NC3CCCC3)Cc3ccc(Cl)cc3)N12 (stereo unspecified)	-7%	-0.3	2	-1	-7	9	8.0%	8	1
CCCC(C)NC(=O)CN1C(=O)NC2(CCc3ccccc32)C1=O (stereo unspecified)	-17%	-0.1	-5	-1	-1	-4	-2.4%	4	2
COc1cc(/C=C/C(=O)OC(C)C(=O)NC2CCCCC2C)cc(Cl)c1OC (stereo unspecified)	/	-1.5	4	-6	3	1	0.4%	-2	0

Profiles, looked up by structure. Values in the order: Apoferritin bind, TRHR agonist, TRHR enhancer, D1 antagonist, D1 potentiator, D2 potentiator, RXFP1 agonist, RXFP1 antag, D1 agonist
CC1(C)CC(=O)C(C=NCCN2CCN(C(=S)Nc3ccccc3)CC2)=C(O)C1 as listed: -6%, 0.0, -1, 13, 4, -4, -1.9%, -9, -1
CCOc1ccc(OCC)c(S(=O)(=O)N2CCN(c3cccc(C)c3C)CC2)c1 as listed: 109%[activator], 0.4, -13, -1, -3, 26, 1.5%, /, 1
CC1=CC=CC2=NC(=O)CC(C)(C(=O)N(CC(=O)NC3CCCC3)Cc3ccc(Cl)cc3)N12 (stereo unspecified) as listed: -7%, -0.3, 2, -1, -7, 9, 8.0%, 8, 1
N#CC1=C(N)SC(N)=C(C#N)C1CCC1CCCCC1 as listed: -24%, 4.8, -3, -27, -8, /, 4.1%, /, 43*
Cc1ccc(-n2ncc(C(=O)NCCN3CCCC3)c2C2CCN(C(=O)OC(C)(C)C)CC2)cc1C as listed: ?, 1.4, 10, 27, -3, 4, -1.5%, ?, 10

3 compounds from above, sorted by count of non-hydrogen atoms, rising.
Structure	Apoferritin bind	TRHR agonist	TRHR enhancer	D1 antagonist	D1 potentiator	D2 potentiator	RXFP1 agonist	RXFP1 antag	D1 agonist
CCOc1cccc2c1OC1(C)CC2NC(=O)N1c1cccc(F)c1 (stereo unspecified)	-10%	0.0	-5	5	-7	-2	1.2%	-8	1
O=C(Nc1ccc2oc(-c3cccc(Cl)c3Cl)nc2c1)c1cccc(Br)c1	1%	0.8	5	-6	1	5	16%	-1	-1
CC1(C)CC(=O)C(C=NCCN2CCN(C(=S)Nc3ccccc3)CC2)=C(O)C1	-6%	0.0	-1	13	4	-4	-1.9%	-9	-1

Remaining list, next part:
Structure	Apoferritin bind	TRHR agonist	TRHR enhancer	D1 antagonist	D1 potentiator	D2 potentiator	RXFP1 agonist	RXFP1 antag	D1 agonist
O=C(Nc1ccc2c(c1)C(=O)OC2)c1ccc(F)cc1F	-1%	-1.0	-2	-3	-3	-15	0.1%	2	7
COc1ccc(NC(=O)Nc2nnc(N(CC(C)C)CC(C)C)s2)c(OC)c1	-9%	-0.4	-10	2	1	-6	3.4%	?	5
C=CCOn1c(C)c(C(C)=O)c2c3nonc3ccc21	54%[activator]	-0.2	2	3	-4	17	1.6%	2	-1
COc1ccc(CNC(=O)CN(c2ccc(OC)cc2)S(=O)(=O)c2c(C)[nH]c(=O)[nH]c2=O)cc1	-3%&-9%	2.4&0.1	7&5	9&10	-7&-6	-2&17	2.2%&2.0%	5&-6	0&2
COC(=O)[C@@]1(Cc2ccc(OC)cc2)[C@@H]2C(=CC(=O)[C@H]2CC(=O)C(=O)N2CCCC2)CN1C(=O)c1ccccc1	-7%&-4%	0.0	4	0	-3	11	1.8%	/	-2
Cc1onc(-c2c(F)cccc2Cl)c1C(=O)NCc1ccccn1	-6%	-0.4	0	-39*	4	11	0.9%	-2	3
O=C(Nc1ccccc1F)c1cccc(C(=O)Nc2ccccc2F)c1	-6%	0.1	1	-4	1	-5	0.2%	-9	2
CC(NC(=O)c1ccco1)C(c1cccs1)N1CCN(c2ccc(F)cc2)CC1 (stereo unspecified)	?	-0.8	4	15	4	4	0.5%	-15	0
O=C(/C=C/c1ccccc1)OCCCCN=C1NS(=O)(=O)c2ccccc21	-17%	0.4	3	-18	-8	8	0.1%	-11	4
CCS(=O)(=O)N1CC(=O)N(c2cc(Cl)ccc2C)C(C)(C(=O)NC2CCCCCC2)C1 (stereo unspecified)	-4%	0.6	-7	-4	0	-7	0.4%	-3	-2
COc1ccc(CNC(=O)c2cc(-c3ccccc3OC)on2)cc1	-16%	0.4	-7	-8	-3	-27	2.0%	-3	12
Nc1nnc(Cc2cccc(Br)c2)s1	-14%	0.0	4	-7	-8	19	3.9%	3	5
CC1=[N+]([O-])C(C)(C)C(C)N(O)C1=O (stereo unspecified)	-9%	0.4	-2	9	-4	13	-0.9%	1	1
c1cncc(-c2nnc(SCc3nc4ccccc4[nH]3)o2)c1	-6%	0.2	2	-4	-6	-24	3.1%	3	2
Cn1c(=O)c2c(ncn2CC(=O)OCC(=O)Nc2sccc2C(N)=O)n(C)c1=O	/	0.2	1	-8	-1	6	8.4%	-14	2
CCN(C(=O)COC(=O)c1cc(-c2ccc3cc(OC)ccc3c2)nc2ccccc12)C1CCS(=O)(=O)C1 (stereo unspecified)	44%[activator]	0.5	-6	0	-4	14	5.9%	/	4
Cn1c(=O)c2[nH]c(N3CCN(c4cccc(O)c4)CC3)nc2n(C)c1=O	-2%	-0.1	5	27	-1	-6	1.5%	9	6
Cc1cccc(-n2c(=O)c3c(c4cc(C)ccc4n3C)n(CC(=O)Nc3ccccc3C(F)(F)F)c2=O)c1	4%	0.3	-2	-10	0	-13	-1.7%	/	1
CCOC(=O)c1ccccc1Nc1cc(C)nc2nc(C)nn12	4%	-1.2	-3	8	-6	0	0.4%	/	2
Cc1ccc(C(=O)Nc2ccc3c(c2)OCO3)cc1S(=O)(=O)N1CCCCC1	-3%	-0.4	-2	15	-1	-6	0.0%	6	1
CC(C)C(NS(=O)(=O)c1cccc2nsnc12)C(=O)N1CCn2c1nc1ccccc12 (stereo unspecified)	-16%	0.3	-10	-11	-2	-7	1.8%	/	0
CC(C)C(NC(=O)CN(c1cccc(F)c1)S(C)(=O)=O)C(C)C	-5%	-0.5	1	2	-6	20	-1.9%	2	0
O=C(Oc1ccc(-c2nccc(-c3ccccn3)n2)cc1)c1cccc(C(F)(F)F)c1	-8%	0.4	8	-10	0	0	0.6%	-10	3
COc1ccc(C(=O)COC(=O)C(CCSC)NC(=O)COc2ccccc2)c(OC)c1 (stereo unspecified)	-2%	2.1	2	-12	-3	-1	-1.3%	5	13
CC(C)CC1NC(=O)N(CC(=O)Nc2ccc3c(c2)OCCO3)C1=O (stereo unspecified)	/	0.5	-4	12	0	22	1.3%	-1	2
Cc1[nH]n(-c2ccccc2)c(=O)c1N=Nc1ccc(Cl)cc1	-10%	-0.1	3	0	6	3	-3.8%	12	4
c1ccc(-c2nc(N3CCN(c4ccccc4)CC3)nc(-n3ccnc3)n2)cc1	-16%	-0.1	7	15	17	3	2.4%	-16	0
COc1ccccc1NC(=O)CC(=O)Nc1ccccc1OC	2%	0.8	2	11	-3	11	5.2%	5	3
CC(=O)C1=C(O)C(=O)N(CCc2c[nH]c3ccccc23)C1c1ccc(O)cc1 (stereo unspecified)	-10%	0.2	-3	-3	-9	-1	4.6%	12	3
COc1cc(/C=N/NC(=O)c2cnccn2)ccc1O	4%	1.0	7	3	-5	/	-0.4%	7	1
CCOC(=O)c1sc(NC(=O)CSc2nnc(C)s2)c(C(=O)OCC)c1C	-16%	0.2	-3	9	0	8	0.6%	-9	6

An excerpt; count on the stated rates, not on these rows.
